Mm-Cpn inhibitor – inhibitors of Methanococcus maripaludis chaperonin (MmCpn); purified Mm-Cpn ATPase, ADP Transcreener TR-FRET; Potency, µM (titrated, usually from 76.9 µM), inactives show top-dose activity, negative = inhibition, actives largely listed as inhibitors; 330,000 compounds, 0.031% hits; AID 504842; note: potency is the fitted concentration of half-maximal effect; % is set by controls: 0 for no effect and ±100 for the full control effect; nearly all actives have a fitted effect of over 80% in size
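TR-FRET (320 nm excitation; 590 and 665 nm emission) reports ADP made from 10 uM ATP by 25 nM enzyme; compounds were preincubated 10 min, reaction run 30 min, both at 37°C.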
D3 ag – D3 dopamine receptor (human) agonism | P35462 | D3R DiscoveRx beta-arrestin cells, luminescence, 90 min | max activation, % | 410,000 compounds, 0.58% hits; in the data active = max activation above about 30%; note: 0% is about no effect; mostly tested at two doses, the higher about 12 µM
Target sequence (P35462 whole entry, looked up): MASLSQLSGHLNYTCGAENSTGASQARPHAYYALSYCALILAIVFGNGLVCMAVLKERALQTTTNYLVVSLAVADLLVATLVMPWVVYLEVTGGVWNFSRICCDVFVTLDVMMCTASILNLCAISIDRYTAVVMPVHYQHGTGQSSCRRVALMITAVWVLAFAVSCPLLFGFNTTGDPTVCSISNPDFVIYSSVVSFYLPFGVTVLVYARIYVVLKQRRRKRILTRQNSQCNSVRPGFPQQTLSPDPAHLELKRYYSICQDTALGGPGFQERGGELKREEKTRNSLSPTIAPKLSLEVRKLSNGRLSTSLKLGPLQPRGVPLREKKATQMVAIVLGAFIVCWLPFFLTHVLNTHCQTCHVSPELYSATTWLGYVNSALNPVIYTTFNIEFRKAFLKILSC
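Cells at 1500/well, incubated overnight, then treated with pinned compounds (dopamine as control) for 90 min at 37 degrees C. DiscoveRx reagent added for 30 - 60 minutes at room temperature; luminescence read.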
EPAC2 antag – antagonists of human EPAC2. Q8WZA2. EPAC2 GEF exchange of Rap1B-BODIPY-GDP, fluorescence. Potency, µM (series often up to 114 µM), without a hit: at the top dose activity, negative = inhibition, hits mostly inhibitors. 360,000 compounds, 0.18% hits; note: potency is the fitted concentration of half-maximal effect; % is set by controls: 0 for no effect and ±100 for the full control effect; nearly all actives have a fitted effect of over 45% in size; many of its hits are not listed in these tables
EPAC2 ag – agonists of human EPAC2 (RAPGEF4) | Potency, µM (top dose mostly 154 µM), without a hit: at the highest dose activation, actives largely listed as activators | AID 720711 | 360,000 compounds, 0.079% hits | Q8WZA2 | EPAC2 activation, biochemical qHTS; response scale: 100% = 6.5 mM cAMP response; note: potency is the fitted concentration of half-maximal effect; nearly all actives have a fitted effect of over 50% in size
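Fluorescence exchange assay: 100 nM EPAC2 with 250 nM RAP1B-BODIPY-GDP and 50 uM GDP; compounds tested as a concentration-titration series (qHTS). Loss of Rap1-bound BODIPY-GDP fluorescence read at 480/540 nm; data normalized to 6.5 mM cAMP.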
D3 antag – D3 dopamine receptor (human) antagonism; D3R cells, DiscoveRx beta-arrestin luminescence, antagonist mode; stronger effect = lower value; max response, negative = inhibition, %; 360,000 compounds, 2.5% hits; in the data active = max response below about -50%; inconclusive = no clear call, values can overlap the other calls; note: % is set by controls: 0 for no effect and ±100 for the full control effect; mostly tested at two doses, the higher about 12 µM
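Cells plated overnight at 1500 cells/well, then exposed to library compounds with dopamine controls for 90 minutes at 37 degrees C. DiscoveRx reagent added for 30–60 minutes at room temperature; luminescence read, quantitative HTS format.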
PTHR1 agonist – activates the human parathyroid hormone receptor PTHR1 | HEK293 GP2 PTHR1 cells, GloSensor cAMP luminescence, 1 h | Potency, µM (series often up to 115 µM), without a hit: top-dose activation, usual class: activators | 410,000 compounds, 0.075% hits | AID 743266; note: potency is the fitted concentration of half-maximal effect; nearly all actives have a fitted effect of over 55% in size; some results filed as inactive show a strong effect at the top dose; inactives centre near -15; many of its hits are not listed in these tables
Target sequence (Q03431 whole entry, looked up): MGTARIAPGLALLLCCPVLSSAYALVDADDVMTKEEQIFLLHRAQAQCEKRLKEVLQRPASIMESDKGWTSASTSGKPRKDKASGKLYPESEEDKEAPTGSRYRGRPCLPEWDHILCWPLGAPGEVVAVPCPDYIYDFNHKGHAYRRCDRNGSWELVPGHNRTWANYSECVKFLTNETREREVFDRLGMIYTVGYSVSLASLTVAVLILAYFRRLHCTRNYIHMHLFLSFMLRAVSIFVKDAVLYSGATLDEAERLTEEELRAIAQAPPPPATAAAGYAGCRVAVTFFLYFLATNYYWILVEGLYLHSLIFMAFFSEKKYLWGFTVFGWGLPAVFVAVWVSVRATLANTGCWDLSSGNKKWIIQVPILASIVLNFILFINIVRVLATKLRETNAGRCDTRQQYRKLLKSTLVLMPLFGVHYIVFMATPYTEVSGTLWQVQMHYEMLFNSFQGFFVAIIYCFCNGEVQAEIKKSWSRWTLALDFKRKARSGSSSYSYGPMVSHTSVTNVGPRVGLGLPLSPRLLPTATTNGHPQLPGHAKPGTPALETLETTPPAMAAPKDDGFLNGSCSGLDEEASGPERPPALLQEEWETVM
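HEK-293-derived GP2 cells expressing PTHR1 and a GloSensor cAMP reporter, 3,000/well, plated overnight, given luciferin plus IBMX (each 0.5 mM as added) for 1 h at 37 °C, then compound for 1 h at 37 °C. Luminescence was read after 15 min at room temperature.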
CCT chaperon mod – changes cytosolic chaperonin activity. purified chaperonin ATPase assay, HTRF ADP detection, 30 min. activity change, % (no concentration beside the values), hits read low. 360,000 compounds, 0.3% hits. AID 651819; in the data active = activity change below about -30%; note: % is set by controls: 0 for no effect and ±100 for the full control effect
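TRiC (40 or 20 nM final, by batch activity) in 30 mM Tris pH 7.4, 100 mM KCl, 5 mM MgCl2, 1 mM DTT was treated with compound at 76 uM single dose, then 10 uM ATP, 30 min at 37 °C. ADP was read by HTRF Transcreener.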
pAkt inh – inhibitors of Akt phosphorylation. Neuro2A IGF-stimulated pAkt S473 HTRF, 20 min; stronger effect = lower value. activity change, % for hits at 50 µM. 360,000 compounds, 0.32% hits. AID 651550; in the data active = activity change below about -80%; inconclusive = mostly about -51% to -80%; note: % is set by controls: 0 for no effect and ±100 for the full control effect
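Single-point screen (50 µM final compound) in Neuro2A cells stimulated 20 min with 6 nM IGF at 37 deg C. After lysis, Ser473-phosphorylated Akt read by HTRF (ex 330 nm, em 615/665 nm) as the 665/615 ratio.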
* hit, by the source's call; i = inactive; ? = inconclusive; / = no result given; [ ] = another dose, or the depositor's remark. Unless noted, calls come from the whole dose curve; as a rule, active = well fitted curve in the direction sought with a large enough effect; inconclusive = small, poorly fitted or top-dose-only effect, or another doubt; inactive = no such curve, though single readings can be large; an effect the other way counts as inactive or inconclusive. A portion of the library; rates above refer to the full screens.

The line under a structure holds: Mm-Cpn inhibitor	D3 ag	EPAC2 antag	EPAC2 ag	D3 antag	PTHR1 agonist	CCT chaperon mod	pAkt inh
(1) COc1ccc(C=C2C(=O)c3ccccc3C2=O)cc1O
  -5%	2	-29%	-2%	14	-20%	-0.1	i
(2) COc1ccc(-c2cc3c(c4c2ccn4C)C2CCC3C2)cc1OC (configuration not stated)
  /	14	1%	5%	38	i	0.3	i
(3) Cn1nnnc1-c1cc(Br)ccc1NC(=O)c1ccccc1
  -5%	-14	13%	1%	1	-6%[57.5 µM]	1.7	-104%*
(4) Cc1cc(=O)n2[nH]cnc2n1
  -2%	-4	-4%	2%	-16	-36%[inhibitor]	0.5	i
(5) O=C(Cn1c(SCC(=O)N2CCCc3ccccc32)nc2ccccc21)N1CCCC1
  -1%	0	4%	7%	24	i	-1.9	i
(6) CCCOc1ccc(C(=O)ON=C2CCN(C)CC2)cc1
  1%	-9	4%	8%	-28	i	0.6	i
(7) CC1Cc2ccccc2N1CC(=O)NC(=O)NC1CCCCC1 (configuration not stated)
  0%	3	-14%	4%	2	i	-2.8	i
(8) CN(CCC#N)C(=O)COC(=O)c1ccc2c(=O)n3c(nc2c1)CCC3
  -2%	2	2%	2%	29	i	-1.8	i
(9) Cn1c(=O)n(Cc2ccccc2)c(=O)c2c1nc1n2CCCN1C1CCCCC1
  /	1	-4%	-3%	-10	-24%	-1.1	i
(10) O=C(Nc1cccc(C(=O)O)c1)/C(=C\c1ccc2c(c1)OCO2)NC(=O)c1ccco1
  2%	5	3%	7%	9	-20%	0.7	i
(11) COCc1c(C(=O)OCC(=O)NCCc2ccc(S(N)(=O)=O)cc2)oc2ccccc12
  -5%	1	0%	7%	-1	-11%	-2.6	i
(12) COCC(=O)N1CCC(Oc2ccc(C(=O)NCc3cnc(C)cn3)cc2)CC1
  1%	2	19%	6%	-14	i	-0.5	i
(13) N#C/C(=C\c1c(N2CCOCC2)nc2ccccn2c1=O)S(=O)(=O)c1ccccc1
  0%	3	-7%	25%	-9	-1%	-1.1	i
(14) N#Cc1c(-c2ccccc2)nc(SCc2ccc(Cl)cc2)[nH]c1=O
  -6%	4	?	-2%	0	i	0.6	i
(15) C=CCNC(=O)NC(=O)COC(=O)/C(C#N)=C/c1cc(C)n(CCC(C)C)c1C
  -1%	13	2%	-14%	3	i	-1.6	i
(16) CCn1c(=O)c2cc(C(=O)N(C)c3cc(C)ccc3OC)sc2c2ccccc21
  2%	6	-22%	12%	?	-7%	0.5	i
(17) CC1(Cc2ccc(C(F)(F)F)o2)C(=O)Nc2cc(-c3ccc(F)cc3F)ccc21 (configuration not stated)
  /	5	?	-3%	11	-37%	0.4	i
(18) CCC(CC)C(=O)Nc1cccc(/C(C)=N\NC(=O)c2ccc(C)s2)c1
  0%	1	2%	3%	0	i	2.3	i
(19) CS(=O)(=O)N(CC(=O)Nc1ccc(S(=O)(=O)N2CCCC2)cc1)c1cccc(F)c1
  1%	-2	4%	20%	-8	-2%	-1.0	i
(20) O=C(CSc1ccc(-c2cccc([N+](=O)[O-])c2)nn1)NCc1ccccc1
  -2%	-8	2%	-5%	-1	-10%	-3.0	i
(21) O=C(Nc1ccc(Cl)cc1)Nc1ccccc1C(=O)NCc1ccco1
  1%	-7	-1%	25%	13	-20%[57.5 µM]	0.4	i
(22) O=C(NCCC1CCCCN1S(=O)(=O)c1cccs1)C(=O)Nc1ccccc1 (configuration not stated)
  2%	-8	-5%	5%	-16	-20%	-1.3	i
(23) CCN(CC)c1ccc(NC(=O)c2cccc(C)c2OC)c(C)c1
  -3%	5	-7%	13%	12	-50%[inhibitor][57.5 µM]	0.8	i
(24) C=CCN(CC=C)C(=O)Nc1ccc2nc(C)sc2c1
  -1%	11	16%	0%	6	-5%	-5.2	i
(25) CCOC(=O)N1CCN(C(=O)c2ccc(Cn3c(=S)[nH]c4cc5c(cc4c3=O)OCO5)cc2)CC1
  -5%	85*	-3%	12%	15	i	-0.6	i
(26) Cc1ccc(CN=c2c([N+](=O)[O-])nn(-c3cccc(C)c3)n2O)cc1
  -1%	-13	-8%	12%	6	i	1.9	i
(27) CC[C@H](C)[C@H](NC(N)=O)C(=O)NCCc1ccc(OC)cc1
  0%	-3	3%	3%	-11	i	-2.4	i
(28) CC1Cc2ccccc2N1Cc1nc2cc(Cl)ccc2c(=O)[nH]1 (configuration not stated)
  2%	2	-2%	4%	-4	i	-2.5	i
(29) CCCS(=O)(=O)c1nc(S(=O)(=O)c2ccc(C)cc2)c(N2CCCC2)s1
  -4%	-14	-1%	16%	-23	-3%[57.5 µM]	-12	i
(30) CCOCN(C(=O)Cn1cnc2ccccc21)c1c(C)cccc1CC
  4%	-8	5%	1%	-11	-25%	0.8	i

Along the list, as entered above.
EPAC2 antag, entries 6 to 17 → 4%, -14%, 2%, -4%, 3%, 0%, 19%, -7%, ?, 2%, -22%, ?
CCT chaperon mod, entries 6 to 17 → 0.6, -2.8, -1.8, -1.1, 0.7, -2.6, -0.5, -1.1, 0.6, -1.6, 0.5, 0.4

Next results follow:
The line under a structure holds: Mm-Cpn inhibitor	D3 ag	EPAC2 antag	EPAC2 ag	D3 antag	PTHR1 agonist	CCT chaperon mod	pAkt inh
(31) Cc1cccc(Nc2nc(N)nc(CSc3nccn3C)n2)c1
  -2%	1	-9%	8%	-3	22%	-3.8	i
(32) COc1cccc(C2=Cc3ccc(F)cc3C(CC(C)=O)N2c2ccc(C#CC3(O)CCCCC3)cc2)c1 (configuration not stated)
  /	4	2%	4%	35	-19%	-0.2	i
(33) COc1ccc(C(=O)NCc2nnc(SCC(=O)NCc3ccco3)o2)cc1
  -2%	3	11%	5%	0	-29%	-1.9	i
(34) CC1NC(=O)NC1CCCCC(=O)O (configuration not stated)
  0%	8	0%	4%	15	i	-0.3	i
(35) COc1ccc(-c2ccnc(-c3ccc(O)cc3)n2)cc1
  ?	-3	2%	15%	-11	-13%	-1.7	i
(36) O=c1c(Cl)c(Nc2cccc(Cl)c2)cnn1-c1nc2ccccc2s1
  -6%	-9	-28%	-1%	6	-9%	1.6	i
(37) CCCCNC(=O)c1cc2nc(-c3ccc(OC)cc3)cc(C(F)(F)F)n2n1
  /	2	25%	-8%	12	9%	-1.8	i
(38) COCCCNCCOc1ccc(C(C)(C)c2ccccc2)cc1
  1%	-36	-1%	-16%	?	i	1.0	i
(39) Cc1cc(C)nc(NC(=S)Nc2ccccc2)n1
  0%	1	2%	-8%	-5	i	-2.5	i
(40) Cc1cc(C(=O)COC(=O)c2ccc(F)cc2)c(C)n1C
  -6%	2	9%	-7%	5	-25%	0.7	i
(41) CC(=O)O[C@H]1CC[C@@]2(C)C(CCC3C2CC[C@]2(C)OC(=O)CCC32)C1 (some centres not stated)
  2%	2	2%	-1%	16	0%[57.5 µM]	-0.4	i
(42) CC(C)c1onc(C(=O)N2CCN(Cc3ccccc3)CC2)c1[N+](=O)[O-]
  -17%	0	1%	11%	0	-61%[inhibitor]	1.2	i
(43) CCCCCC(=O)N1C[C@H](n2cc(COC(=O)c3ccccc3)nn2)[C@@H](O)C[C@@H]1c1ccccc1
  /	6	-9%	1%	10	-37%	-1.2	i
(44) O=C(NCCCN1CCOCC1)c1c(O)c2ccccc2[nH]c1=O
  -2%	0	5%	0%	7	i	-0.6	i
(45) CCC(C)n1c(SCC(=O)NC(=O)c2cccn2C)nc2ccccc2c1=O (configuration not stated)
  -4%	-3	-3%	3%	-9	-37%[inhibitor]	0.7	i
(46) NNC(=O)CCN1CCCCC1
  -1%	0	2%	5%	-5	i	-1.8	i
(47) CC(C)(C)[C@H]1C=C(C(=O)N2CCN(Cc3ccc4c(c3)OCO4)CC2)O[C@@H](OCc2ccc(CO)cc2)C1
  /	-20	-1%	13%	0	-23%	-7.0	i
(48) CCOc1ccc(N(C(C)=O)c2nc(C)cc(C)c2C#N)cc1
  -2%	4	-8%	6%	-15	i	1.1	i
(49) N=c1c2c(n(Cc3ccc([N+](=O)[O-])cc3)c3c1CCC3)CCCC2
  -1%	1	-5%	9%	9	-8%	-1.3	i
(50) CCOC(=O)c1sc(NC(=O)C2CC2)cc1C
  -4%	-3	-6%	-1%	15	-51%[inhibitor]	-27	i
(51) COc1ccc(N(CC(=O)Nc2cccc(C(F)(F)F)c2)S(=O)(=O)c2c(C)[nH]c(=O)[nH]c2=O)cc1
  -3%	2	-2%	8%	-1	i	-1.4	i
(52) Cc1ccccc1-c1cc(C(=O)N/N=C/c2cccnc2)c2ccccc2n1
  1%	-8	-10%	-3%	15	i	-0.7	i
(53) CCOC(=O)C1(C)CCN1C(=O)c1cccs1 (configuration not stated)
  /	-4	8%	2%	0	i	0.3	i
(54) CCC(C)N1CC23C=CC(O2)C(C(=O)OC)C3C1=O (configuration not stated)
  1%	1	9%	12%	-6	1%	-0.5	i
(55) Cc1cccn2c(=O)c(C=O)c(N3CCCCCC3)nc12
  1%	28	14%	0%	4	-2%[57.5 µM]	1.7	i
(56) O=C1N=C(N2CCC(Cc3ccccc3)CC2)S/C1=C/c1cn[nH]c1-c1ccccc1
  1%	0	-9%	9%	23	-19%[57.5 µM]	-0.5	i
(57) CN(C)C(=O)COC(=O)c1cccc(CN2C(=O)c3ccccc3C2=O)c1
  0%	-4	1%	10%	-1	i	-0.3	i
(58) Cc1onc(-c2ccccc2)c1NC(=O)Nc1ccc(OC(F)F)cc1
  -1%	-5	-5%	4%	7	-39%[inhibitor]	0.6	i
(59) CCOC(=O)c1ccc[n+](CC(=O)c2ccc(OC)cc2)c1
  -15%	5	0%	10%	9	i	-1.0	i
(60) N#Cc1c(N)c(C(=O)c2ccccc2)n2c1CCC2
  3%	0	-7%	-1%	14	-9%[57.5 µM]	2.5	i
(61) O=C(Nc1ccc(N2CCOCC2)nc1)c1ccccc1Cl
  0%	8	0%	3%	16	i	-1.4	i
(62) Nn1nnc2ccccc21
  -2%	21	1%	?	-8	-3%	-1.3	/
(63) CCOC(=O)CC(=O)COc1nc2cc3c(nc2o1)CCCC3
  -2%	1	-1%	2%	-6	i	-3.1	i
(64) Clc1ccc2c(NCc3ccco3)ncnc2c1
  2%	4	10%	5%	22	-39%[inhibitor][57.5 µM]	-4.1	i
(65) COc1ccccc1CC(=O)N1CCCC(CCC(=O)NCc2ccccc2F)C1 (configuration not stated)
  1%	-3	10%	13%	-1	i	0.3	i
(66) O=C(CSc1n[nH]c(-c2ccccn2)n1)Nc1ccc(Cl)cc1
  3%	-9	-6%	9%	1	-15%	0.6	i

Screening results deposited in PubChem BioAssay by National Center for Advancing Translational Sciences (NCATS).
